HADH2 inh: qHTS Assay for Inhibitors of HADH2 (Hydroxyacyl-Coenzyme A Dehydrogenase, Type II) | 73,000 tested, 3.4% active | 3-hydroxyacyl-CoA dehydrogenase type-2 (Homo sapiens), Q99714 | recombinant HADH2, NADH fluorescence, beta-hydroxybutyryl-CoA | Potency, µM (titrated, usually from 57.1 µM), for inactives: at the top dose activity change, negative = inhibition, actives largely listed as inhibitors; further: potency means the concentration at half of the fitted maximal effect; on the % scale 0 is the no-effect control and ±100 the full control effect; nearly all actives have a fitted effect of over 60% in size; many of its hits are not listed in these tables
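Buffer 100 mM Tris-HCl pH 9.0/0.01% Tween-20; HADH2 20 nM; NAD+ 1 mM; beta-hydroxybutyryl-CoA 90 uM (all final). 15 min cpd preincubation, RT.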
USP2a inhib: qHTS Assay for Inhibitors of Ubiquitin-specific Protease USP2a; Ubiquitin carboxyl-terminal hydrolase 2 (Homo sapiens), O75604; USP2a enzymatic assay, qHTS inhibition; Potency, µM (highest dose often 38.3 µM), for the others: at the top dose activity change, negative = inhibition, hits mostly inhibitors; 60,000 tested, 0.1% active;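 further: potency means the concentration at half of the fitted maximal effect; nearly all actives have a fitted effect of over 60% in size; plate controls were DMSO for no effect and NEM full inhibition control for full effect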
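20 nM USP2 core + cpd, 30 min RT; add 20 nM Ub-PLA2/20 uM NBD C6-HPC; read Ex460/Em535 at 0 h and 2.5 h. Normalized to NEM; qHTS curve fit/classification.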
Casp1 inh: qHTS Assay for Allosteric/Competitive Inhibitors of Caspase-1. 75,000 tested, 0.03% active. Caspase-1 enzyme, Ac-WEHD-AFC fluorogenic rate. Potency, µM (highest dose often 57.5 µM), for the others: at the highest dose activity change, negative = inhibition, usual class: inhibitors. AID 900, 2007. P29466;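 further: potency means the concentration at half of the fitted maximal effect; plate controls were vehicle for no effect and no substrate for full effect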
ALOX15 inhib: qHTS Assay for Inhibitors of 15-hLO (15-human lipoxygenase); Polyunsaturated fatty acid lipoxygenase ALOX15 (Homo sapiens), P16050; purified 15hLO-1, xylenol orange hydroperoxide absorbance; Potency, µM (doses to about 57.1 µM), without a hit: top-dose activity change, negative = inhibition, most hits filed as inhibitors; 74,000 tested, 1.4% active; further: potency means the concentration at half of the fitted maximal effect; on the % scale 0 is the no-effect control and ±100 the full control effect; nearly all actives have a fitted effect of over 55% in size
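Compounds were preincubated 15 min at room temperature with 40 nM purified human enzyme (25 mM Hepes pH 7.5, 0.01% Triton X-100); 50 uM arachidonic acid reacted 6 min. Fe-xylenol orange detection, 30 min, absorbance ratio 573/405 nm.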
Casp7 inh: qHTS Assay for Allosteric/Competitive Inhibitors of Caspase-7; 75,000 tested, 0.02% active; recombinant caspase-7, Ac-DEVD-AFC fluorescence rate; P55210; Potency, µM (series often up to 57.5 µM), for the others: at the top dose activity change, negative = inhibition, actives largely listed as inhibitors; active means well fitted inhibition curve with a large enough effect in the main read-out, with a control signal flat, not every such curve was filed as active; inconclusive means small, poorly fitted or top-dose-only effect, or a change in a side signal; further: potency means the concentration at half of the fitted maximal effect; % of control where 0% means no effect
Rhodamine autofl: qHTS Assay for Spectroscopic Profiling in Rhodamine Spectral Region; Rhodamine-region fluorescence, 547/598 nm, Tris buffer; stronger effect = higher value; max dye-equivalent concentration, M; 59,000 tested, 0.05% active; in the data active means max dye-equivalent concentration above about 11 nM; inconclusive means between about 1.1 nM and that limit
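Intrinsic compound fluorescence, ex 547 / em 598 nm, CCD imager. Tris 100 mM pH 8.0; 15 min RT. Output = rhodamine dye-equivalent concentration at each compound concentration.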
BRCT PPI green: qHTS Assay for Inhibitors of BRCT-Phosphoprotein Interaction (Green Fluorophore); Breast cancer type 1 susceptibility protein (Homo sapiens), P38398; BRCA1 BRCT-phosphopeptide binding, green fluorescence polarization; Potency, µM (series often up to 76.9 µM), without a hit: at the top dose activity change, negative = inhibition, most hits filed as inhibitors; 75,000 tested, 0.05% active; AID 875, 2007;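 further: potency means the concentration at half of the fitted maximal effect; plate controls were peptide without protein for full effect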
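Fluorescence polarization: His-tagged BRCT (~35 kDa BRCA1 C-terminus, 250 nM) bound to 100 nM fluorescein-labeled phosphorylated 10-aa BACH1 peptide, pH 7.3 phosphate buffer with DTT and Tween 20. Compounds incubated 12 min at room temperature; inhibition read as lowered polarization.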
Tau filament bind: qHTS Assay for Tau Filament Binding | 71,000 tested, 2% active | Microtubule-associated protein tau (Homo sapiens), P10636 | Potency, µM (series often up to 57.1 µM), for the others: at the highest dose activity change, negative = inhibition | recombinant tau filaments, thioflavin S fluorescence, 15 h; filaments grown with octadecylsulfate alongside compound;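 further: potency means the concentration at half of the fitted maximal effect; on the % scale 0 is the no-effect control and ±100 the full control effect; actives lower thioflavin S fluorescence by blocking filaments or displacing dye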
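Read-out: ThS fluorescence, 450 nm excitation/510 nm emission; lower signal marks blocked filament formation or displaced dye. Tau at 1 uM with 30 uM ODS, 10 uM ThS, 5 mM DTT, 100 mM NaCl, 10 mM HEPES pH 7.4; 15 h, 37 C.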
Pol III holo inh: qHTS Assay for Inhibitors of DNA Polymerase III Holoenzyme System | 71,000 tested, 0.25% active | AID 603, 2007 | reconstituted DNA polymerase III holoenzyme replication, biochemical | Potency, µM (doses to about 57.1 µM), inactives show top-dose activity change, negative = inhibition; further: potency means the concentration at half of the fitted maximal effect; on the % scale 0 is the no-effect control and ±100 the full control effect
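Reconstituted *E. coli* holoenzyme (0.35 nM Pol III, 1 nM beta, 154 nM SSB, 2 nM primase) was preincubated with compound for 15 min at RT. Synthesis on 1.4 nM ssM13Gori ran 35 min, then was stopped with PicoGreen/EDTA and read as dsDNA fluorescence.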
HEK293 cAMP cs: qHTS Assay for Agonists of the Thyroid Stimulating Hormone Receptor: Activators of Intracellular cAMP Concentrations in Parental HEK 293; parental HEK293 CNG cAMP sensor, membrane potential fluorescence; Potency, µM (doses to about 57.1 µM), for inactives: top-dose activation, hits mostly activators; 73,000 tested, 2.5% active; further: potency means the concentration at half of the fitted maximal effect; % of control where 0% means no effect; nearly all actives have a fitted effect of over 55% in size
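Counterscreen for endogenous-receptor signalling: CNG-channel HEK 293 cells report cAMP rise by membrane depolarization. After 60 min dye equilibration with 100 uM RO 20-1724, compounds incubated 30 min before bottom-read fluorescence at 590 nm.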
BRCT inh red: qHTS Assay for Inhibitors of BRCT-Phosphoprotein Interaction (Red Fluorophore) | Breast cancer type 1 susceptibility protein (Homo sapiens), P38398 | BRCT-phosphopeptide binding, red fluorescence polarization | Potency, µM (series often up to 76.9 µM), for the others: top-dose activity change, negative = inhibition, hits mostly inhibitors | 75,000 tested, 0.03% active; further: on the % scale 0 is the no-effect control and ±100 the full control effect
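Rhodamine-labelled pBACH1 10-mer (100 nM) bound to BRCT domain (100 nM) at pH 7.3; compounds incubated 12 min room temperature, polarization read. Free peptide defines full inhibition; unlabelled decapeptide titrated as control.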
* hit, by the source's call; i = inactive; u = inconclusive; x = no result given; & = joins results of further samples; [ ] = dose if it differs, or a comment. Unless noted, the call rests on the fitted dose curve; in most records, active means well fitted curve in the direction sought with a large enough effect; inconclusive means small, poorly fitted or top-dose-only effect, or another doubt; inactive means no such curve, though single readings can be large; an effect the other way counts as inactive or inconclusive.

SMILES	HADH2 inh	USP2a inhib	Casp1 inh	ALOX15 inhib	Casp7 inh	Rhodamine autofl	BRCT PPI green	Tau filament bind	Pol III holo inh	HEK293 cAMP cs	BRCT inh red
CN1[C@@H]2CC[C@H]1CC(O[C@@H](c1ccccc1)c1ccccc1N)C2 (stereo not given in full)	-8%	-1%	4%	12%	-2%	i	-1.4%	-9%	-4%	-3%	-1.3%
C=C[C@]12CN(C)[C@H]3C1[C@@]1(C(=O)Nc4ccccc41)[C@H]1C[C@H]2[C@H]3CO1	3%[25.6 µM]	6%[17.1 µM]	1%[25.7 µM]	3%[25.6 µM]	-1%[25.7 µM]	i	-1.1%[34.4 µM]	-5%[25.6 µM]	-1%[25.6 µM]	3%[25.6 µM]	-1.4%[34.4 µM]
Nc1ncnc2c1ncn2[C@@H]1O[C@@H](COP(=O)(O)CP(=O)(O)OP(=O)(O)O)[C@H](O)[C@@H]1O	-12%	0%	2%	9%	1%	i	-3.5%	8%	-3%	u	-3.0%
COc1cc2c(cc1O)CC1c3c(cc(O)c(OC)c3-2)CCN1C (stereo not given)	x	-4%	-2%&-1%	-3%[25.6 µM]	-2%&-4%	x	-3.9%&-3.1%	x	x	x	-2.3%&-2.4%
Cc1nc2cc(C(=O)N3CCC4(CC3)OCCO4)ccc2n1-c1ccc(Br)cc1	17%	19%	0%	10%	-1%	i	0.1%	12%	-1%	3%	-0.5%
Nc1c(C(=O)Nc2ccc([As](=O)(O)O)cc2)cnc2nnnn12	11%[11.4 µM]	x	-2%[11.5 µM]	11%[11.4 µM]	0%[11.5 µM]	i	-0.6%[15.4 µM]	3%[11.4 µM]	-7%[11.4 µM]	-5%[11.4 µM]	-1.2%[15.4 µM]
CCCCN=Cc1c(O)n(-c2c(C)cc(C)cc2C)c(=O)[nH]c1=O	3%	7%	-2%	6%	2%	x	4.8%	9%	-2%	2%	0.2%
Cc1cc(N)n(C2CCN(C)CC2)n1	-2%	-7%	1%	8%	-1%[0.00368 µM]	i	-2.2%	-6%	-2%	2%	-0.6%
CCOc1ccc(-c2cc(C(=O)N3CCC4(CC3)OCCO4)c3ccccc3n2)cc1	u	17%	0%	-5%	0%	i	-2.3%	4%	0%	15%	0.3%
CCCn1nc2ccccc2c1P(=O)(N1CCOCC1)N1CCOCC1	4%	-3%	-2%	2%	-3%	i	-2.5%	-7%	-4%	u	0.2%
COc1ccc2nc(NC(=O)CCc3nc(C4=CCN(C)CC4)no3)sc2c1	0%	x	-4%	-26%	-1%	x	-2.1%	3%	0%	1%	1.8%
CCOC(=O)C1=C(N)OC(C)=C(C(=O)OCCOC)C12C(=O)Nc1ccccc12 (stereo not given)	-2%	-3%	1%	5%	-3%	i	-2.0%	-3%	5%	-3%	1.0%
O=C(NCC(c1cccnc1)N1CCOCC1)Oc1ccccc1 (stereo not given)	0%	-3%	0%	1%	0%	i	-5.9%	-2%	1%	3%	-2.6%
O=C(C[C@H](c1ccccc1)c1c(O)c2ccccc2oc1=O)c1ccccc1	u	x	0%[11.5 µM]	20%[11.4 µM]	-1%[11.5 µM]	i	0.3%[15.4 µM]	4%[11.4 µM]	-13%[11.4 µM]	12%[11.4 µM]	-2.4%[15.4 µM]
CCOC(=O)C1=C(c2ccccc2)OC(N)=C(C#N)C1C(C)C (stereo not given)	7%	-11%	-4%	-8%	-3%	i	0.6%	-5%	-1%	u	1.5%
C[Se]C[C@@H](N)C(=O)O	-29%	-3%	0%	u	0%	i	-3.0%	5%	-3%	12%	-3.4%
Oc1ccc2c3c1O[C@@H]1c4[nH]c5c(c4C[C@@]4(O)[C@@H](C2)N(CC2CC2)CC[C@]314)C[C@]1(O)[C@@H]2Cc3ccc(O)c4c3[C@@]1(CCN2CC1CC1)[C@H]5O4	u	u	1%	-1%	-2%	i	2.1%	2%	-9%	u	-0.2%
BrCCBr	-2%	x	-3%	-5%	-2%	x	-1.7%	10%	1%	u	1.3%
S=C(c1ccc(Cl)cc1)N1CCOCC1	16µM*	-5%	-3%	-27%	0%	x	-2.3%	-2%	-5%	u	0.3%
O=c1c2ccccc2nc(-c2ccco2)n1-c1ccc(Br)cn1	-3%	7%	-1%	-3%	0%	i	-1.7%	0%	-4%	25%	-0.6%
O=C(Oc1cccnc1)c1ccc(Cl)cc1	-1%	-20%	-1%	u	3%	i	-1.6%	1%	-7%	5%	0.8%
CC(=NCCO)c1c(O)n(C2CCCCC2)c(=O)[nH]c1=O	1%	-9%	-3%	4%	1%	i	-2.1%	-17%	-6%	6%	0.9%
COc1ccc(N2C(=O)CC(=O)NC2=O)cc1	-28%	16%	0%	3%	-9%	i	-0.4%	9%	-5%	0%	0.5%
CCCCn1c(C)c(C(=O)OCC)c2c(CN3CCOCC3)c(O)ccc21	-4%	4%	-1%	-8%	0%	x	-2.0%	33%	0%	6.3µM*	1.3%
CCn1c(C(=O)N2CCC(C(=O)N3CCC4(CC3)OCCO4)CC2)cc2sccc21	-4%	-3%	0%	-1%	0%	i	-3.2%	3%	-1%	2%	0.4%
CCCOC(=O)COc1cc(C)cc2oc(=O)c3c(c12)CCC3	30%[activator][11.4 µM]	2%[7.66 µM]	-4%	1%[11.4 µM]	-4%	x	-1.3%	39%[11.4 µM]	5%[11.4 µM]	u	-1.4%
O=C(O)c1cccc([As]=[As]c2cccc(C(=O)O)c2)c1 (stereo not given)	-1%[11.4 µM]	x	1%[11.5 µM]	1%[11.4 µM]	-1%[11.5 µM]	i	-3.7%[15.4 µM]	4%[11.4 µM]	-4%[11.4 µM]	-6%[11.4 µM]	1.6%[15.4 µM]
O=S(=O)(NCCO)c1cc[c]([Sb](=[O])([OH])[OH])cc1	15%[11.4 µM]	x	0%[11.5 µM]	16%[11.4 µM]	-3%[11.5 µM]	i	-0.1%[15.4 µM]	-3%[11.4 µM]	-8%[11.4 µM]	-7%[11.4 µM]	3.0%[15.4 µM]
CCOC(=O)CNC(=O)CSP(=S)(OCC)OCC	2%	x	-1%	1%	0%	x	-0.5%	x	x	8%	0.6%
CN1CCCCC1c1ccc(-c2cccnc2)nc1 (stereo not given)	x	26%	1%	10%	1%	x	-0.3%	x	x	x	-0.9%
COc1cc(C=C(C#N)C#N)cc(O)c1O	20µM*	u	2%	u	-2%	i	5.0%	41%	-10%	-11%	-1.5%
CN1CCCC2(CCN(C(=O)Oc3ccccc3)CC2)C1	10%	16%	-3%	5%	0%	i	-0.3%	2%	-7%	u	0.2%
COc1cc(CN2C(=O)NC(=O)C3(Cc4cc(C)ccc4N(C)C3)C2=O)cc(OC)c1 (stereo not given)	6%	25%	-2%	-14%	-1%	i	-1.1%	-6%	-3%	-7%	-0.2%
COP(=S)(OC)SCN1C(=O)c2ccccc2C1=O	-30%	x	3%	u	-1%	x	-1.2%	-16%	0%	-5%	-1.7%
ClC(Cl)(Cl)Cl	-13%&-3%	x	-2%&-1%	-4%&6%	-3%&-1%	x	-1.0%&-3.0%	17%&-9%	-3%&-3%	1%&24%	1.4%&0.3%
CCCCn1c(O)c(C=Nc2c(C)n(C)n(-c3ccccc3)c2=O)c(=O)[nH]c1=O	24%	1%	2%	2%	-1%	i	0.8%	-2%	-8%	4%	-0.4%
CCC(=O)OC1CCC2C3CCC4=CC(=O)CC[C@@]4(C)C3CC[C@]12C (stereo not given in full)	x	-11%	-3%	-2%	-8%	x	-1.3%[3.08 µM]	x	x	x	-5.4%
O=C1c2ccccc2C(=O)N1Cc1nc2ccccc2c(=O)n1-c1ccccn1	8%	2%	-1%	12%	-1%	i	-2.0%	-12%	3%	11%	0.8%

High-throughput results from PubChem.

Some of the compounds tested; the hit share may differ from the screen's.
